M1AAP inhibition: P. falciparum M1AAP inhibitors, biochemical, fluorogenic H-Leu-NHMec substrate, 1536-well (AID 1445) | recombinant M1AAP, H-Leu-NHMec fluorogenic kinetic assay; higher % means a stronger effect | inhibition, % at 30 µM, or IC50 in µM where a hit was titrated | 220,000 tested, 0.42% active;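 active = primary inhibition above the hit cutoff, then over 50% inhibition at one or more dose response concentrations, cut at about 23% in these data, passing the limit was not always enough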;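 also: plate controls were DMSO full reaction for no effect and no enzyme background for full effect; strong numbers were not always called active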
XIAP antagonists: small molecules displacing peptide from XIAP – biochemical, IAP family, fluorescence polarization (AID 1018); XIAP BIR domain, fluorescence polarization peptide displacement; higher % means a stronger effect; displacement, % at 20 µM; hits with a dose series show IC50 in µM; 200,000 tested, 0.007% active; in the data active = displacement above about 50%; also: a part of the inactive calls stands beside numbers as strong as those of hits
LYP phosphatase: inhibitors of LYP phosphatase, biochemical, fluorescence intensity, uHTS (AID 1779). recombinant LYP phosphatase, fluorescence intensity; higher % means a stronger effect. inhibition, % at 11.5 µM, or IC50 in µM where a hit was titrated. 290,000 tested, 0.054% active;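 also: plate controls were vehicle with enzyme for no effect and no enzyme for full effect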
M17LAP inhibition: P. falciparum M17LAP inhibitors, primary screen, biochemical, fluorogenic H-Leu-NHMec substrate, 1536-well (AID 1619). recombinant M17LAP, H-Leu-NHMec fluorogenic kinetic assay; higher % means a stronger effect. one-dose inhibition, % at 30 µM; IC50 in µM for titrated hits. 220,000 tested, 0.38% active;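 active = compound inhibiting the enzyme by more than half at any dose during confirmatory dose-response retesting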;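 also: plate controls were full reaction with DMSO carrier for no effect and no enzyme background for full effect; strong numbers were not always called active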
Siah-1 displacement: Siah-1 peptide-binding antagonists, primary screen, biochemical, fluorescence polarization, rhodamine-plectin, uHTS (AID 1817); Siah-1 / rhodamine-plectin peptide fluorescence polarization; higher % means a stronger effect; one-dose displacement, % at 20 µM; IC50 in µM for titrated hits; 290,000 tested, 0.02% active;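 active = displacement of at least 50% at 20 µM, with a fluorescence ratio check between 0.3 and a set limit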;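 also: plate controls were Siah plus tracer with DMSO for no effect and tracer alone without Siah for full effect; strong numbers were not always called active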
AID2073: inhibitors of Mint1-CaV2.2 protein interaction, biochemical, HTRF (AID 2073). inhibition, % at 20 µM; hits with a dose series show IC50 in µM. HTRF protein-protein interaction, Mint1-CaV2.2; higher % means a stronger effect. 290,000 tested, 0.19% active; in the data active = inhibition mostly above about 51%, no sharp cut-off; also: some results filed as inactive read as strong as hits
ER stress rescue: protection against thapsigargin-triggered cell killing – 384-well, CSM14.1, ATP luminescence, primary screen (AID 1222) | cellular ATP content (survival), % at 20 µM, or EC50 in µM where a hit was titrated | 190,000 tested, under 10 active | CSM14.1 thapsigargin-induced death rescue, ATP luminescence; higher % means a stronger effect;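 active = EC50 below 50 µM in the dose-response confirmation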;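 also: death triggered by thapsigargin at about 15 µM added after 2 h compound pretreatment; cell ATP read after overnight thapsigargin exposure of roughly 18 to 22 hours; normalized against plate controls of thapsigargin alone and 5% DMSO vehicle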
Lipid droplet: modulators of hepatic lipid droplet formation; AML12 mouse hepatocytes, oleate lipid droplets, BODIPY imaging; inhibition, % at 6.5 µM; 240,000 tested, 0.4% active; AID 1656;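 active = lipid droplet intensity inhibited by at least 50%, with more than 500 cells counted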
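material = mouse AML12 hepatocyte cell line, fixed after treatment | also added = 100 µM oleic acid challenge | doses = compound at 6.5 µM only | schedule = overnight exposure | technique = Image-based BODIPY and DAPI two-channel analysis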
NOD2 inhibition: inhibition of NOD2-driven NF-kB reporter – cell-based, luminescence, uHTS, HEK293 (AID 1566); HEK293 NOD2/NF-kB luciferase reporter, luminescence; higher % means a stronger effect; inhibition, % at 4 µM; hits with a dose series show EC50 in µM; 290,000 tested, 0.63% active; also: many of its hits are not listed in these tables
Lipid droplet cells 6.5 µM: recorded beside Lipid droplet, whose call it bears; cell count; measured here: cell count, cytotoxicity flag;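 cells counted across two imaged fields per well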
Active calls of the source: *; / = not tested or not shown. Rule as the data show it, unless noted: active = inhibition above about 50%; inactive = the rest.

cpd	smiles	M1AAP inhibition	XIAP antagonists	LYP phosphatase	M17LAP inhibition	Siah-1 displacement
1	O=c1oc2ccccc2n1CCCOc1ccccc1	1.3%	-3.8%	-4.3%	3.8%	0.2%
2	COc1ccc(C2=NOC(COc3ccc4c(C)cc(=O)oc4c3)C2)c(OC)c1 (stereo unspecified)	-2.5%	/	0.7%	-6.5%	1.0%
3	CC(C)CCn1c(SCCc2ccccc2)nc2c1c(=O)[nH]c(=O)n2C	-0.4%	-5.9%	-0.8%	-1.0%	-4.7%
4	Cn1ncc(N=Cc2ccccc2[N+](=O)[O-])c1C(N)=O	6.3%	/	-10.2%	2.5%	0.7%
5	O=C(O)c1cc(NC(=O)c2cccc(C(=O)Nc3cc(C(=O)O)cc(C(=O)O)c3)c2)cc(C(=O)O)c1	/	/	-2.4%	/	3.8%
6	CCOC(=O)Cc1nnc(NC(=O)CSc2ccc(C)cc2)s1	5.0%	-4.9%	-1.0%	46.2%	-1.5%
7	C/C=C/c1ccc(OCC(=O)Nc2ccc(C(N)=O)cc2)c(OC)c1	-3.7%	-3.9%	0.2%	9.0%	2.2%
8	COc1cc(C(C)=O)ccc1OCC(O)CN(CCO)Cc1ccccc1 (stereo unspecified)	-1.2%	-1.9%	-2.3%	22.9%	10.3%

cpd	AID2073	ER stress rescue	Lipid droplet	Lipid droplet cells 6.5 µM	NOD2 inhibition
1	2.5%	-1.5%	-2.3	684	-36.1%
2	14.2%	/	-10.0	639	0.3%
3	-26.3%	-0.6%	7.1	684	10.7%
4	-7.2%	/	22.1	737	4.1%
5	14.1%	/	/	/	1.5%
6	1.8%	0.2%	/	/	12.5%
7	24.3%	-0.4%	18.7	660	15.1%
8	4.2%	-0.5%	7.8	661	0.7%

The list goes on.
cpd	smiles	M1AAP inhibition	XIAP antagonists	LYP phosphatase	M17LAP inhibition	Siah-1 displacement
9	CC(C)Cc1ccc(C(C)C(=O)Nc2cccnc2)cc1 (stereo unspecified)	/	/	-9.4%	/	-4.4%
10	O=C(NCc1ccccc1)N1CCOc2ccccc21	/	/	-6.2%	/	1.0%
11	CCOc1cccc(CN2CCCC(CCC(=O)NCc3ccccc3F)C2)c1O (stereo unspecified)	2.6%	-4.1%	-7.8%	7.2%	0.8%
12	O=C(c1cc2ccccc2oc1=O)N(Cc1ccco1)C1CCS(=O)(=O)C1 (stereo unspecified)	10.9%	-6.0%	-5.1%	2.2%	2.8%
13	Nc1ccc(-c2ccc(N)c(C(=O)O)c2)cc1C(=O)O	6.7%	/	-4.9%	0.9%	5.3%
14	CCOC(=O)c1cccc(NC(=O)CSc2nc3ccccc3c(=O)n2CCOC)c1	0.0%	-5.0%	-4.8%	-10.1%	1.0%
15	COc1ccc(C2=C/C(=C/c3cccnc3)C(=O)O2)cc1OC	5.1%	-9.4%	-6.1%	9.7%	4.5%
16	CC(C)C[C@H](NC(=O)N1CC(=O)Nc2ccccc21)C(=O)N[C@H](Cc1ccccc1)C(=O)O	/	/	-9.7%	/	2.4%

cpd	AID2073	ER stress rescue	Lipid droplet	Lipid droplet cells 6.5 µM	NOD2 inhibition
9	13.7%	/	7.6	799	/
10	3.7%	/	-4.5	810	-8.3%
11	-11.3%	1.2%	0.2	694	6.8%
12	-0.1%	-0.2%	/	/	-17.7%
13	-1.0%	/	-3.2	666	10.3%
14	-1.4%	1.0%	/	/	-4.0%
15	2.2%	-0.3%	1.4	582	6.4%
16	2.1%	/	0.3	789	17.6%

New compounds follow.
cpd	smiles	M1AAP inhibition	XIAP antagonists	LYP phosphatase	M17LAP inhibition	Siah-1 displacement
17	Cc1ccc(NC(=O)Cn2nnc3ccccc3c2=O)cc1C	-0.7%	-5.2%	-4.9%	-2.2%	3.5%
18	Cc1cc(C(=O)OCC(=O)N2CC(C)CC(C)C2)c(C)o1 (stereo unspecified)	-2.7%	-4.2%	-3.8%	40.9%	2.1%
19	CCN1CCN(C(=O)CCN2C(=O)COc3ccc(C)cc32)CC1	8.8%	-7.2%	-4.0%	-2.9%	-1.5%
20	O=C(Nc1ccc(Cl)c(C(F)(F)F)c1)c1ccco1	-1.9%	-3.7%	-4.7%	2.1%	-3.0%
21	Cc1cc(=O)oc2cc(OCC(=O)Nc3ccc(CN4CCOCC4)cc3)ccc12	/	/	-3.8%	/	-2.5%
22	C=C1CCC[C@]2(C)C[C@H]3OC(=O)C(CN(Cc4ccc(OC)c(OC)c4)CC(C)O)[C@H]3CC12 (stereo partly specified)	/	/	-6.0%	/	0.6%
23	O=C(Cc1cccs1)Nc1nnc(SCc2ccc(F)cc2)s1	5.3%	-13.7%	-4.0%	0.4%	3.9%

cpd	AID2073	ER stress rescue	Lipid droplet	Lipid droplet cells 6.5 µM	NOD2 inhibition
17	-1.3%	-0.9%	11.7	715	-1.6%
18	-1.7%	0.4%	/	/	-9.4%
19	-0.2%	-0.8%	/	/	11.1%
20	10.2%	-2.8%	-22.8	745	-5.6%
21	1.3%	/	-0.4	704	8.7%
22	6.9%	/	12.8	811	30.1%
23	13.1%	0.2%	4.7	595	10.9%

Structural class: the entries above with nitrogen in an aromatic ring.
cpd	smiles	M1AAP inhibition	XIAP antagonists	LYP phosphatase	M17LAP inhibition	Siah-1 displacement
1	O=c1oc2ccccc2n1CCCOc1ccccc1	1.3%	-3.8%	-4.3%	3.8%	0.2%
3	CC(C)CCn1c(SCCc2ccccc2)nc2c1c(=O)[nH]c(=O)n2C	-0.4%	-5.9%	-0.8%	-1.0%	-4.7%
4	Cn1ncc(N=Cc2ccccc2[N+](=O)[O-])c1C(N)=O	6.3%	/	-10.2%	2.5%	0.7%
6	CCOC(=O)Cc1nnc(NC(=O)CSc2ccc(C)cc2)s1	5.0%	-4.9%	-1.0%	46.2%	-1.5%
9	CC(C)Cc1ccc(C(C)C(=O)Nc2cccnc2)cc1 (stereo unspecified)	/	/	-9.4%	/	-4.4%
14	CCOC(=O)c1cccc(NC(=O)CSc2nc3ccccc3c(=O)n2CCOC)c1	0.0%	-5.0%	-4.8%	-10.1%	1.0%
15	COc1ccc(C2=C/C(=C/c3cccnc3)C(=O)O2)cc1OC	5.1%	-9.4%	-6.1%	9.7%	4.5%
17	Cc1ccc(NC(=O)Cn2nnc3ccccc3c2=O)cc1C	-0.7%	-5.2%	-4.9%	-2.2%	3.5%
23	O=C(Cc1cccs1)Nc1nnc(SCc2ccc(F)cc2)s1	5.3%	-13.7%	-4.0%	0.4%	3.9%

cpd	AID2073	ER stress rescue	Lipid droplet	Lipid droplet cells 6.5 µM	NOD2 inhibition
1	2.5%	-1.5%	-2.3	684	-36.1%
3	-26.3%	-0.6%	7.1	684	10.7%
4	-7.2%	/	22.1	737	4.1%
6	1.8%	0.2%	/	/	12.5%
9	13.7%	/	7.6	799	/
14	-1.4%	1.0%	/	/	-4.0%
15	2.2%	-0.3%	1.4	582	6.4%
17	-1.3%	-0.9%	11.7	715	-1.6%
23	13.1%	0.2%	4.7	595	10.9%

Assay outcomes as filed in PubChem BioAssay.

Only part of the results is shown (hit frequency here may not be typical).
